Screening data as filed in PubChem BioAssay.
Cardiac RTF inh – cardiac RTF calcium sensitivity inhibitors, primary screen, biochemical, IANBD-TnC fluorescence, EC70 calcium. AID 493244, 2011. Troponin I, cardiac muscle (Homo sapiens) + Troponin T, cardiac muscle (Homo sapiens) + …. IANBD-labeled cardiac RTF, Ca2+ fluorescence. inhibition, % at 7.15 µM. hit rate 0.12% among 340,000;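 active means inhibition above the mean inhibition of all tested compounds plus 3 SD, cut at about 17% in these data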;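 further: assay run at fixed EC70 calcium of 1.6 mM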
dFosB activator – activators of delta FosB homodimer, primary screen, biochemical, fluorescence polarization, TAMRA-CDK5 oligo, single point. purified delta FosB; percent of positive-control signal above neutral wells. AID 493131, 2011. activation, % at 25 µM. Protein FosB (Mus musculus), P13346. hit rate 0.99% among 340,000;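 active means mean activation above about 17%, with every replicate also reaching it, limit read from the data, passing the limit was not always enough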;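 further: fluorescence polarization rise as delta FosB binds a TAMRA Cdk5 AP-1 oligo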
Target sequence (P13346 whole entry, looked up): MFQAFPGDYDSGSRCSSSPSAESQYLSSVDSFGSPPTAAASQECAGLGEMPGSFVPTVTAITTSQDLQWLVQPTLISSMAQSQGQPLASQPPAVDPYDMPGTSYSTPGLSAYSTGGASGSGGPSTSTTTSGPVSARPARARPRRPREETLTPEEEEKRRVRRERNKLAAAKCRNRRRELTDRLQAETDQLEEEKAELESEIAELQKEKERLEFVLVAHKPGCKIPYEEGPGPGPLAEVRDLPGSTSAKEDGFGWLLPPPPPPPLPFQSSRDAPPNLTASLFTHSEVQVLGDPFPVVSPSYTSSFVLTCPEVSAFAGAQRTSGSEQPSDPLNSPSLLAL
Rtt109 HAT inh – inhibitors of C. albicans Rtt109/Vps75 HAT, primary screen, biochemical, ThioGlo CoA-SH fluorescence, plate reader | hit rate 0.16% among 330,000 | inhibition, % at 34.9 µM | purified Rtt109/Vps75, 4 h | AID 540336, 2011;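 active means inhibition of at least 50% in every replicate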
PvdQ inh – P. aeruginosa PvdQ acylase inhibitors, primary screen, biochemical, fluorescence, plate reader and imaging, single point; purified PvdQ acylase; inhibition, % at 10 µM; PvdQ acylase [Pseudomonas aeruginosa LESB58]; hit rate 0.063% among 340,000; in the data active means inhibition above about 30%, passing the limit was not always enough;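 further: 0% = vehicle neutral wells and 100% = reference inhibitor wells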
Keap1-Nrf2 PPI – Keap1-Nrf2 protein-protein interaction inhibitors, primary screen, biochemical, fluorescence polarization, single point; Kelch-like ECH-associated protein 1 (Homo sapiens), Q14145; Keap1 Kelch-Nrf2 peptide fluorescence polarization, 1536-well; inhibition, % at 9.4 µM; hit rate 0.15% among 340,000; AID 504523, 2011; in the data active means inhibition above about 12%;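 further: human Keap1 Kelch domain with fluorescein labeled Nrf2 9mer peptide probe; 0% = neutral control wells and 100% = peptide positive control; higher means more block of Keap1 binding to Nrf2 peptide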
PfHsp90 set2 – growth inhibition of PfHsp90-expressing yeast, primary screen, antimalarial PfHsp90 inhibitor project, S. cerevisiae, BacTiter-Glo luminescence, single point, set 2. BacTiter-Glo ATP, 48 h; yeast lacking PDR1 and PDR3 efflux regulators. inhibition, % at 9.4 µM. hit rate 0.32% among 310,000;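 active means every replicate shows inhibition above about 80%, whatever the replicate mean, limit read from the data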;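 further: 0% = DMSO neutral controls and 100% = 20 µM radicicol positive controls; yeast relying on Plasmodium falciparum Hsp90 in place of its own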
NSD2 inh – NSD2 histone methyltransferase inhibitors, primary screen, biochemical, AlphaScreen, single concentration, set 2. NSD2 peptide methylation, 120 min. hit rate 0.54% among 310,000. inhibition, % at 12.5 µM; in the data active means inhibition above about 50%
cardiac RTF act – cardiac RTF calcium sensitivity activators, primary screen, biochemical, IANBD-TnC fluorescence, EC20 calcium. Troponin I, cardiac muscle (Homo sapiens) + Troponin T, cardiac muscle (Homo sapiens) + …. activation, % at 7.2 µM. AID 493008, 2010. hit rate 0.24% among 340,000. IANBD-labeled TnC RTF fluorescence at EC20 calcium; 0% EC20 calcium, 100% full calcium;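 active means activation above the mean over all tested compounds plus 3 SD, cut at about 30% in these data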;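 further: rise in fluorescence read as greater calcium sensitivity of cardiac thin filaments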
CDK5 inh – inhibitors of human CDK5/p35 kinase, primary screen, biochemical, single concentration. Cyclin-dependent kinase 5 (Homo sapiens) + Cyclin-dependent kinase 5 activator 1 (Homo …. Recombinant CDK5/p35, ADP-Glo luminescence, 60 min. inhibition, % at 10 µM. hit rate 0.01% among 330,000. AID 488839, 2010;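 active means highest replicate inhibition of at least 50% and at least 75% of replicates reaching 50%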;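 further: plate controls were DMSO neutral control for no effect and GW8510 at 10 µM for full effect; many of its hits are not listed in these tables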
Target sequence (Q00535 whole entry, looked up): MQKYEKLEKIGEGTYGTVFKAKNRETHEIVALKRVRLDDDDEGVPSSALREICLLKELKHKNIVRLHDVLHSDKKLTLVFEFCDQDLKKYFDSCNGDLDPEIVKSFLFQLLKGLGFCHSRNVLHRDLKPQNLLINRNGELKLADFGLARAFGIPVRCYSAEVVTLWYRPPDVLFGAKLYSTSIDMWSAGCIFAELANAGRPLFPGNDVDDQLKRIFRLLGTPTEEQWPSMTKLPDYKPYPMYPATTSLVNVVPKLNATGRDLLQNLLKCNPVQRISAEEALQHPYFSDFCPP
Target sequence (Q15078 whole entry, looked up): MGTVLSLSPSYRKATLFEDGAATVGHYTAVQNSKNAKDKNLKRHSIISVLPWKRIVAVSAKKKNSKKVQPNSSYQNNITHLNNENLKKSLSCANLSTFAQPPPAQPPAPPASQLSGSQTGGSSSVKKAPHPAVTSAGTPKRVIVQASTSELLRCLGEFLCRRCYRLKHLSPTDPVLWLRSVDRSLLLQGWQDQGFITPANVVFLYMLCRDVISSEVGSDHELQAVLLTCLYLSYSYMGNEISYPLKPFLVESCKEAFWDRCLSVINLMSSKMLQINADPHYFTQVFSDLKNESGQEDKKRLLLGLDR
C-LANA FP – inhibitors of KSHV C-LANA binding to DNA, primary screen, biochemical, fluorescence polarization, FAM-LBS DNA, MBP-C-LANA, single point; Kaposi's sarcoma herpesvirus LANA C-terminal domain (residues 932-1162) DNA binding; inhibition, % at 9 µM; hit rate 0.078% among 340,000; AID 504423, 2011;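 active means highest replicate inhibition at or above 60% at 9 µM, even if other replicates fall short; inactive means all replicates below 60% inhibition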;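 further: 0% = neutral control wells and 100% = 4 µM acridine orange control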
Mot1-301 SUMO – yeast Mot1-301 growth rescue at high temperature, primary screen, SUMOylation pathway inhibitor project, S. cerevisiae, ATP luminescence, 38.5C; S. cerevisiae Mot1-301 growth rescue; percent above DMSO median, 100 means doubled; hit rate 1% among 320,000; growth rescue, % at 18.8 µM;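 active means every valid replicate shows activation above 250% relative to neutral control wells; inactive means the rest, any valid replicate at or below 250%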;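 further: OY570 slx delta 5 strain wells were the positive control but not used for scaling; some compounds called inactive have numbers as strong as hits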
Numbers without * were called inactive; . = not tested or not shown.

SMILES | Cardiac RTF inh | dFosB activator | Rtt109 HAT inh | PvdQ inh | Keap1-Nrf2 PPI | PfHsp90 set2 | NSD2 inh | cardiac RTF act | CDK5 inh | C-LANA FP | Mot1-301 SUMO
CCC(Sc1nc2n[nH]c(C)c2c(=N)n1-c1cccc(Cl)c1)C(=O)NCCOC (configuration not stated) | -2 | -24 | 4 | -7 | -1 | . | 0 | 0 | 0.1 | -0.3 | 451
CCSC1=C(C#N)C(c2cccs2)C(C(=O)OC)=C(C)N1 (configuration not stated) | -8 | -6 | -8 | -4 | 0 | 7 | 3 | -3 | -0.7 | 3.0 | -12
COC(=O)C(Sc1nc(C)cc(C)c1C#N)c1ccccc1 (configuration not stated) | -5 | -13 | 32 | 0 | 1 | 18 | . | -1 | -1.0 | -0.1 | 44
CCCCn1c(SCC(=O)Nc2ccc3c(c2)OCCO3)nnc1C(CC)N(C)C (configuration not stated) | -3 | -15 | -6 | -6 | 0 | -11 | 1 | -1 | -0.2 | -0.9 | -11
Cn1[nH]c(C(F)(F)F)c(C=NCc2ccc(Cl)cc2)c1=O | 3 | 0 | 1 | -14 | -5 | . | -1 | 3 | 1.9 | 0.6 | -14
CC(=O)NCCOc1nc(N2CCCCC2)nc(N2CCCCC2)n1 | 2 | -8 | -2 | -11 | -7 | 11 | -4 | -5 | -0.8 | 1.0 | 10
S=C(Nc1cccnc1)NC1CCCCCCC1 | 1 | 1 | 1 | -10 | -5 | 38 | 1 | -4 | 0.0 | -0.8 | -7
CC(C)Oc1ccc(S(=O)(=O)N2CCCCC2)cc1NC(=O)C1=COCCO1 | 0 | 3 | . | -8 | . | -9 | -2 | -4 | -0.8 | . | 41
COc1ccc(OC)c(S(=O)(=O)N2CCN(CC(O)COc3ccc(C#N)cc3)CC2)c1 (configuration not stated) | 3 | -8 | -1 | -19 | -2 | 3 | 8 | -3 | -2.8 | 0.6 | 3
CN(CC(=O)OCC(=O)NCc1ccccc1)S(=O)(=O)c1ccc(Cl)cc1 | -18 | -2 | 2 | 3 | 0 | -2 | 0 | -1 | 0.3 | 6.6 | -3
Cc1ccc(S(=O)(=O)N2CCOCC2)cc1C(=O)N1CCc2ccccc21 | -5 | -3 | 11 | -9 | -5 | -2 | 1 | 0 | 0.9 | 0.3 | 18
Cc1cc(C)nc(NC(=S)Nc2ccccc2)n1 | -5 | -2 | 1 | -14 | -2 | 11 | 0 | 5 | -3.6 | 0.9 | 49
Cc1c(Cc2ccccc2)sc(NC(=O)/C=C/c2cccc3ccccc23)c1C(N)=O | -17 | -7 | 3 | -7 | 0 | -11 | -1 | 6 | 0.3 | -0.6 | 29
COC(=O)COc1ccc(S(=O)(=O)NCCC2=CCCCC2)cc1 | -3 | -1 | 4 | 11 | 2 | -1 | 36 | 0 | 0.3 | 0.0 | -14
O=C(Nc1ccc(S(=O)(=O)N2CCCC2)cc1)c1ccc(CN2CCOCC2)cc1 | 6 | -12 | -1 | -2 | 6 | 3 | 0 | -4 | 1.4 | 5.1 | -23
Cn1c(=O)c2c(SCCN3CCOCC3)nc(C3CCCC3)nc2n(C)c1=O | 1 | 4 | -9 | -2 | -5 | -4 | -3 | -1 | -0.3 | 1.2 | -5
COc1ccc(NC(=O)CNc2ccccc2N2CCCC2=O)cc1S(=O)(=O)N1CCOCC1 | -6 | -8 | -15 | -9 | -1 | -2 | 2 | 5 | 1.3 | 1.0 | -11
Cc1ccc(C(=O)C[n+]2cc(Br)cc(Br)c2)cc1 | -1 | 2 | 3 | 3 | -1 | -12 | 2 | -7 | 6.1 | -0.9 | 6
O=C(Nc1nnc(COc2ccc(Br)cc2)s1)c1ccco1 | 0 | 3 | -1 | 17 | -3 | -9 | 2 | -3 | -0.4 | 2.0 | -10
CC(NC(=O)/C=C/c1ccccc1)c1ccccc1 (configuration not stated) | -1 | 0 | 9 | 8 | -1 | -22 | -5 | 0 | 1.0 | 8.7 | 29
O=C(CCC(=O)N1CCOCC1)Nc1ccc(Cl)c(Cl)c1 | -1 | 8 | -5 | -4 | -3 | -6 | -1 | 1 | -0.1 | -0.8 | -2
CSc1nccc(N2CCN(c3ccc(F)cc3)CC2)n1 | -5 | -11 | -5 | -2 | -4 | 24 | 4 | 3 | -0.4 | -1.0 | -15
Cc1ccc(N(CC(=O)NC(C)C)C(=O)CCC(=O)Nc2nccs2)c(C)c1 | -6 | -9 | . | -15 | -2 | -32 | 0 | 6 | 0.5 | 0.6 | -3
CC(C)(C)c1cc(OS(C)(=O)=O)ccc1O | -5 | -14 | 8 | 9 | 3 | -6 | -9 | 11 | 2.5 | 0.4 | 12
CC(C)c1ccc(O)c(NC(=S)NC(=O)c2ccc3c(c2)OCO3)c1 | 1 | -3 | -9 | -2 | 5 | -60 | 8 | 0 | 0.7 | -2.8 | 1

Look-ups from above.
Reading of Cc1ccc(S(=O)(=O)N2CCOCC2)cc1C(=O)N1CCc2ccccc21 under NSD2 inh: 1
Reading of COC(=O)C(Sc1nc(C)cc(C)c1C#N)c1ccccc1 (configuration not stated) under cardiac RTF act: -1

More compounds:
SMILES | Cardiac RTF inh | dFosB activator | Rtt109 HAT inh | PvdQ inh | Keap1-Nrf2 PPI | PfHsp90 set2 | NSD2 inh | cardiac RTF act | CDK5 inh | C-LANA FP | Mot1-301 SUMO
O=C(CCCn1c(SCC(=O)NC2CCCCC2)nc2ccccc2c1=O)NCC1CCCO1 (configuration not stated) | -16 | -7 | -34 | -6 | -3 | 7 | 0 | 2 | 0.7 | -2.2 | 5
O=C(NCC(=O)N1CCN(S(=O)(=O)c2ccccc2C(F)(F)F)CC1)c1sc2ccccc2c1Cl | 8 | -2 | 2 | 6 | 0 | -24 | 0 | -2 | 0.0 | 0.9 | -19
CCOC(=O)N1CCN(c2ccc3nnnn3n2)CC1 | 5 | -2 | -7 | -4 | -5 | -75 | -1 | 2 | -0.1 | -0.6 | 38
CCOc1ccc(CC2S/C(=N/c3ccccn3)NC2=O)cc1 (configuration not stated) | -1 | 6 | 6 | -13 | -1 | -14 | -3 | -2 | -0.6 | 0.2 | -19
CC1=CC2=NC(=O)C(c3ccccc3)C(=O)N2C=C1 (configuration not stated) | -1 | 6 | -4 | -16 | 1 | -9 | 0 | 3 | 2.0 | -1.5 | .
O=C(CCCC1=NS(=O)(=O)c2ccccc2N1)Nc1ccccc1 | -3 | 0 | 1 | -9 | 0 | 13 | -6 | -4 | -0.7 | -1.6 | 5
COc1ccc(-c2nnn(CC(=O)N(C3CCCC3)C(C)C(=O)NC3CCCC3)n2)cc1OC (configuration not stated) | -9 | -8 | -19 | -20 | -3 | 30 | 4 | 3 | 0.9 | 1.2 | -1
O=C(O)COc1ccccc1/C=N/NC(=O)CSc1nnc(SCc2ccc(Cl)cc2)s1 | -13 | -1 | 5 | -15 | -1 | 11 | 3 | 2 | -0.7 | 0.0 | 41
O=C(NCc1cccnc1)c1cc(Sc2ccccc2Cl)nc2ccccc12 | -5 | -7 | -5 | 13 | -4 | 4 | 2 | 6 | 0.2 | 0.4 | 9
C=CCOC(=O)C(=O)/C=C/c1csc2ccccc12 | -11 | 3 | -6 | 11 | 0 | 28 | . | -4 | 0.5 | -0.7 | 79
Cc1cc(C(=O)CSC(C)c2nc3ccccc3c(=O)[nH]2)c(C)n1C (configuration not stated) | 0 | -2 | -5 | -4 | -4 | 5 | -1 | 11 | -0.3 | 1.7 | -4
CC(=O)c1ccc(-n2c(-c3cc(-c4ccco4)[nH]n3)n[nH]c2=S)cc1 | -7 | 1 | 19 | -4 | 0 | 10 | 59* | 0 | 2.8 | 1.2 | 0
Cc1ccc(C2/C(=C(\O)c3c(C)nc4c(C)cccn34)C(=O)C(=O)N2CCN(C)C)o1 (configuration not stated) | -7 | -4 | -6 | -14 | -6 | -7 | 2 | 7 | -0.4 | -1.3 | .
Cc1ccc(NC(=O)Nc2ccccc2)c(Br)c1 | -4 | -6 | 9 | 1 | -2 | 13 | 1 | -5 | 0.5 | 0.0 | 5
COc1ccc2nc(NC(=O)c3ccccc3-c3ccccc3C(=O)O)sc2c1 | -9 | 4 | 0 | 4 | 2 | 22 | -4 | -6 | -1.4 | -0.2 | -5
Cc1nc2nc(SCc3ccccc3)nn2c(C)c1C | -3 | -4 | -2 | -18 | -2 | -12 | -3 | -7 | 0.5 | -1.8 | -5

As a working copy, part of the list above:
SMILES | Cardiac RTF inh | dFosB activator | Rtt109 HAT inh | PvdQ inh | Keap1-Nrf2 PPI | PfHsp90 set2 | NSD2 inh | cardiac RTF act | CDK5 inh | C-LANA FP | Mot1-301 SUMO
O=C(CCCn1c(SCC(=O)NC2CCCCC2)nc2ccccc2c1=O)NCC1CCCO1 (configuration not stated) | -16 | -7 | -34 | -6 | -3 | 7 | 0 | 2 | 0.7 | -2.2 | 5
O=C(NCC(=O)N1CCN(S(=O)(=O)c2ccccc2C(F)(F)F)CC1)c1sc2ccccc2c1Cl | 8 | -2 | 2 | 6 | 0 | -24 | 0 | -2 | 0.0 | 0.9 | -19
CCOC(=O)N1CCN(c2ccc3nnnn3n2)CC1 | 5 | -2 | -7 | -4 | -5 | -75 | -1 | 2 | -0.1 | -0.6 | 38
CCOc1ccc(CC2S/C(=N/c3ccccn3)NC2=O)cc1 (configuration not stated) | -1 | 6 | 6 | -13 | -1 | -14 | -3 | -2 | -0.6 | 0.2 | -19
CC1=CC2=NC(=O)C(c3ccccc3)C(=O)N2C=C1 (configuration not stated) | -1 | 6 | -4 | -16 | 1 | -9 | 0 | 3 | 2.0 | -1.5 | .
O=C(CCCC1=NS(=O)(=O)c2ccccc2N1)Nc1ccccc1 | -3 | 0 | 1 | -9 | 0 | 13 | -6 | -4 | -0.7 | -1.6 | 5
COc1ccc(-c2nnn(CC(=O)N(C3CCCC3)C(C)C(=O)NC3CCCC3)n2)cc1OC (configuration not stated) | -9 | -8 | -19 | -20 | -3 | 30 | 4 | 3 | 0.9 | 1.2 | -1
O=C(O)COc1ccccc1/C=N/NC(=O)CSc1nnc(SCc2ccc(Cl)cc2)s1 | -13 | -1 | 5 | -15 | -1 | 11 | 3 | 2 | -0.7 | 0.0 | 41
